RTF Ca sens act: cardiac RTF calcium sensitivity activators, primary screen, biochemical, IANBD-TnC fluorescence, EC20 calcium; Troponin I, cardiac muscle (Homo sapiens) + Troponin T, cardiac muscle (Homo sapiens) + …; IANBD-labeled TnC RTF fluorescence at EC20 calcium; 0% EC20 calcium, 100% full calcium; activation, % at 7.2 µM; 340,000 tested, 0.24% active;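 active means activation above the mean over all tested compounds plus 3 SD, cut at about 30% in these data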;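 further: rise in fluorescence read as greater calcium sensitivity of cardiac thin filaments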
LANA DNA inh: inhibitors of KSHV C-LANA binding to DNA, primary screen, biochemical, fluorescence polarization, FAM-LBS DNA, MBP-C-LANA, single point | 340,000 tested, 0.078% active | inhibition, % at 9 µM | Kaposi's sarcoma herpesvirus LANA C-terminal domain (residues 932-1162) DNA binding;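 active means highest replicate inhibition at or above 60% at 9 µM, even if other replicates fall short; inactive means all replicates below 60% inhibition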;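 further: 0% = neutral control wells and 100% = 4 µM acridine orange control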
V-ATPase pHluor: regulators of yeast V-ATPase proton pumping, primary screen, pHLuorin cytosolic pH fluorescence. S. cerevisiae. response, % at 10 µM. 350,000 tested, 0.37% active. AID 504577, 2011; in the data active means response mostly above about 7.3%, no sharp cut-off; inactive means mostly below about 5.4%; further: actives read high; inactives centre near 0; some compounds called inactive have numbers as strong as hits; reference of the scale not given here
Arr AP2 block: inhibitors of beta-arrestin/AP2 binding, primary screen, biochemical, GPCR trafficking, flow cytometry; FITC-arrestin peptide / GST-AP2 beads; AP2 beta2 appendage carries R879A mutation; 340,000 tested, 0.31% active; inhibition, % at 10 µM; beta-arrestin 1 C-terminal peptide binding to AP2 beta2-adaptin appendage (human);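 active means inhibition above a set limit, near 3 SD of compounds lacking own fluorescence, cut at about 54% in these data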;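 further: plate controls were DMSO wells for no effect and 5 µM unlabelled arrestin peptide for full effect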
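Material – GST-tagged AP2 beta2-adaptin appendage (R879A) on 4 µm glutathione beads · Probe or stimulus – fluorescein-tagged arrestin peptide at 50 nM final · Timing – 12 min plus 1 h, RT · Detection – bead flow cytometry, FITC channel · Read-out basis – inhibition as reduced fluorescein signal on beads, percent · Medium – PBS plus Tween 20 (0.05%) and BSA (0.1%)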
Pemphigus Ab inh: inhibitors of pemphigus antibody binding to DSG3, primary screen, biochemical, bead-based, flow cytometry, scFv-GFP; DSG3-coupled beads, scFv-anti-DSG3-GFP binding; stronger effect = lower value; binding (percent of control), % at 10 µM; 310,000 tested, 0.48% active; Desmoglein-3 (Homo sapiens), P32926;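 active means binding more than 3 SD below its plate's average and above zero; inconclusive means below that plate limit but binding exactly zero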;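 further: hits lower antibody fragment binding to DSG3; some compounds called inactive have numbers as strong as hits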
Target sequence (P32926 whole entry, looked up, the tested form may be a part): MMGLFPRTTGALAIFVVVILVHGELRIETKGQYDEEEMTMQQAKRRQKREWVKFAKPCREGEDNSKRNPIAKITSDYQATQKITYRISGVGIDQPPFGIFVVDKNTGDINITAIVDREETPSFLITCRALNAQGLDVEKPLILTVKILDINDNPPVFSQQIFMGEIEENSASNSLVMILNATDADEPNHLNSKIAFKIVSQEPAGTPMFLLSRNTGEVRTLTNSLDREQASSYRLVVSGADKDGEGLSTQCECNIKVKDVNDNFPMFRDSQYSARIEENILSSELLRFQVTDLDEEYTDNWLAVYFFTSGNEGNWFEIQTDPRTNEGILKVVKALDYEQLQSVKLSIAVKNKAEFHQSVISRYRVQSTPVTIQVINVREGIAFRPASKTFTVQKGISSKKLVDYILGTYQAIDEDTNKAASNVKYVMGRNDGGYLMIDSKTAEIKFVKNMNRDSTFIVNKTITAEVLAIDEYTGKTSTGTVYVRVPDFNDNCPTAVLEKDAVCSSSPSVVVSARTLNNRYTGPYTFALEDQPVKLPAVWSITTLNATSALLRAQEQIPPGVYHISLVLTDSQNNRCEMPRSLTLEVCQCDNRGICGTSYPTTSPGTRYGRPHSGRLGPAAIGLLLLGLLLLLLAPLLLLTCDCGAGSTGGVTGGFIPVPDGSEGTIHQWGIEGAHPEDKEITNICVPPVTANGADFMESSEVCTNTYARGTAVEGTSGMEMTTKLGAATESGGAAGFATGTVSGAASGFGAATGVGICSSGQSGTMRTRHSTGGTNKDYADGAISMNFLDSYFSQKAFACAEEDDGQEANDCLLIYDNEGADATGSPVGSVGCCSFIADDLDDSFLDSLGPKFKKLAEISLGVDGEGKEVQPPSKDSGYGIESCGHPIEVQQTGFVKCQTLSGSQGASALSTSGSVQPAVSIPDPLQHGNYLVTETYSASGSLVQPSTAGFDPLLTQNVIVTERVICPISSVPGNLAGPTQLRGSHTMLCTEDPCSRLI
MOR-DOR ag: agonists of OPRM1-OPRD1 heterodimerization, primary screen, cell-based, luminescence; 340,000 tested, 0.3% active; cells; Mu-type opioid receptor (Homo sapiens) + Delta-type opioid receptor (Homo sapiens), …; AID 504326, 2011; activation, % at 9.3 µM; in the data active means activation above about 18%;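 further: 0% = vehicle-treated cells and 100% = reference agonist; values of inactives mirror those of a sister screen read the other way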
MOR-DOR inv ag: inverse agonists of MOR-DOR heterodimerization, primary screen, cell-based, luminescence | Mu-type opioid receptor (Homo sapiens) + Delta-type opioid receptor (Homo sapiens), … | cell-based MOR-DOR heterodimer luminescence, inverse agonism | inhibition, % at 9.3 µM | 340,000 tested, 0.21% active | AID 504357, 2011; in the data active means inhibition above about 22%, passing the limit was not always enough;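 further: 0% = cells with DMSO and 100% = wells without cells with DMSO; values of inactives mirror those of a sister screen read the other way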
Wnt act: Wnt/beta-catenin pathway activators, primary screen, cell-based, plate reader, single point; Wnt/beta-catenin reporter cell assay, activator; activation, % at 9.35 µM; 300,000 tested, 1.2% active; in the data active means activation above about 30%, passing the limit was not always enough; inconclusive means no clear call, values can overlap the other calls;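 further: 0% = neutral control wells and 100% = positive control wells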
RTF Ca sens inh: cardiac RTF calcium sensitivity inhibitors, primary screen, biochemical, IANBD-TnC fluorescence, EC70 calcium. inhibition, % at 7.15 µM. IANBD-labeled cardiac RTF, Ca2+ fluorescence. 340,000 tested, 0.12% active. Troponin I, cardiac muscle (Homo sapiens) + Troponin T, cardiac muscle (Homo sapiens) + …. AID 493244, 2011;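 active means inhibition above the mean inhibition of all tested compounds plus 3 SD, cut at about 17% in these data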;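 further: assay run at fixed EC70 calcium of 1.6 mM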
Keap1-Nrf2 PPI: Keap1-Nrf2 protein-protein interaction inhibitors, primary screen, biochemical, fluorescence polarization, single point; 340,000 tested, 0.15% active; Keap1 Kelch-Nrf2 peptide fluorescence polarization, 1536-well; inhibition, % at 9.4 µM; in the data active means inhibition above about 12%; inconclusive means no clear call, values can overlap the other calls; inactive means below about 7.3%;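 further: human Keap1 Kelch domain with fluorescein labeled Nrf2 9mer peptide probe; 0% = neutral control wells and 100% = peptide positive control; higher means more block of Keap1 binding to Nrf2 peptide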
* hit, by the source's call; ? = inconclusive; . = no result given; & = joins results of further samples.

structure	RTF Ca sens act	LANA DNA inh	V-ATPase pHluor	Arr AP2 block	Pemphigus Ab inh	MOR-DOR ag	MOR-DOR inv ag	Wnt act	RTF Ca sens inh	Keap1-Nrf2 PPI
CC(C)(C)C(=O)Nc1c(Cl)cccc1OC(F)(F)F	5	0.5	0	-5	108	-0.2	1	-3	-21	-3
O=C(CNC(=O)C1CC1)Nc1ccc(F)c(F)c1F	-4	-0.2	-2	-11	91	-3.0	16	-6	2	-4
Cc1cc2ccccc2c(=O)n1CC(=O)N(C)c1ccc(F)cc1	0	-0.1	-2	-4	90	-2.1	12	0	-10	-2
COc1ccc(C(=O)NCCN2CCOCC2)c(OC)c1	3	-0.6	-3	14	104	-0.4	2	-20	-13	-2
CC(C)Oc1ccc(/C=N/NC(=O)C2CCCN2S(=O)(=O)c2ccc(Cl)cc2)cc1 (centres undefined)	-2	1.4	-1	-12	.	-0.5	2	.	-11	-3
COc1ccc(OCCOc2ccccc2[N+](=O)[O-])cc1	1	0.2	0	0	98	-1.7	9	18	-3	2
O=C(NNC(=O)C1CCN(S(=O)(=O)c2ccccc2)CC1)c1ccccc1O	-7	-0.2	0	42	98	-0.5	3	-1	-2	1
O=C(N/N=C/C=C\c1ccccc1[N+](=O)[O-])c1ccco1	1	-0.2	1	-4	101	0.5	-3	-1	3	-5
O=C(O)COc1ccc2oc3c(c2c1)CCCC3	-7	.	4	7	114	-2.0	10	5	0	-1
C/C(=N/NC(=O)C1COc2ccccc2O1)c1ccco1 (centres undefined)	5	-0.4	-1	12	107	0.2	-1	-1	5	-5
CC(=O)Nc1c(N)c2ccccc2oc1=O	0	5.0	1	40	94	-1.7	10	-1	-2	14*
O=C(COC(=O)c1cccc(S(=O)(=O)Nc2ccc(F)cc2)c1)NCCN1C(=O)CSC1=O	-6	0.7	-1	4	97	-3.4	18	-1	-10	1
COc1ccc(/C=N/NC(=O)c2ccc(NC(=O)c3cccc([N+](=O)[O-])c3)cc2)c(OC)c1	6	-2.9	1	-8	99	-0.7	4	-2	-4	-5
COC(=O)c1cc(S(=O)(=O)C(C)C)c(S(C)=O)s1 (centres undefined)	-3	0.5	0	-9	109	-4.4	23	3	-1	-8
C/C(=N\OCc1ccccc1)c1c(O)cc(C(C)C)n(-c2ccccc2)c1=O	-5	0.7	6	-8	93	-1.7	10	-1	1	0
CCOC(=O)c1cnc(SCC(=O)Nc2ccc(NC(=O)CC)c(OC)c2)nc1N	-4	0.1	-3	4	.	-3.4	17	-7	-5	-6
Cn1cc(Cl)c(C(=O)NNC(=S)NCc2ccco2)n1	3	1.7	1	-31	97	-1.1	5	-1	-8	-15
CC(=O)Nc1c(C(=O)Nc2ccc3c(c2)OCO3)oc2ccccc12	-10	-0.3	2	16	107	-0.8	4	?	-1	-4
C=CCNC(=S)NNC(=O)COc1ccc(Cl)cc1Cl	-3	-0.8	5	5	103	-4.5	22	-1	6	-1
CC(=O)Nc1ccc(NS(=O)(=O)c2cc(-c3cnc(C4CC4)o3)ccc2C)cc1	4	1.3	-1	-6	90	-0.1	1	-2	4	-2
Cc1ccc(S(=O)(=O)N(c2ccc(Br)cc2)C2C=CS(=O)(=O)C2)cc1 (centres undefined)	-3	0.1	2	8	98	-2.1	11	-3	6	-6
CCCCN(C)C(=O)c1nc2ccccn2c1CN1CCN(c2cnccn2)CC1	0	1.7	8	15	104	2.0	-15	2	0	3
O=C(NC(=S)Nc1cccc2cnccc12)c1ccccc1	8	-2.7	0	14	99	7.2	-36	-1	-14	0
CC(C)C(=O)NC(=S)/C=C1/N(C)c2ccccc2C1(C)C	-1	-0.7	4	11	.	-0.1	0	-1	-9	-9
COc1cc(C2C(C(=O)c3ccco3)=C(O)C(=O)N2Cc2ccccc2)ccc1O (centres undefined)	-4	-3.2	-6	15	102	2.3	-19	1	4	-1
N=C(N)SCc1cccc2ccccc12	1	-0.8	-3	20	101	-0.8	4	-7	10	2
CN(c1ccc(C(=O)NCc2ccccc2)cc1)S(C)(=O)=O	12	1.4	-6	5	115	3.5	-22	.	-7	-2
COc1ccc(C(=O)n2nnc3ccccc32)cc1Br	3	0.2	.	11	108	-0.1	1	.	-1	-2
CCOc1ccc(S(=O)(=O)c2c[nH]c3ccc(C)cc3c2=O)cc1	-2	2.0	-4	12	103	-3.6	17	-2	-3	-3
CCN(CC)C(=O)c1cc(-c2ccc3c(c2)OCO3)on1	-1	-0.6	2	25	.	-3.5	17	17	0	-1
O=c1[nH]c(C2CCN(S(=O)(=O)Cc3ccccc3)CC2)nc2c1nnn2Cc1ccccc1Cl	-2	0.6	-2	23	100	1.2	-10	3	-10	-3
O=C(CCN1CCN(c2ccccc2)CC1)Nc1ccc(OCc2ccccc2)cc1	-6	-2.8	6	52	70	1.2	-7	-2	-4	1
COc1ccccc1C(=O)Nc1ccc(CN2CCCCC2)cc1	-1	-4.1	6	20	73	0.2	-1	-5	-2	-2
COCCN(C(=O)COC(=O)COc1ccc(Cl)c(C)c1)c1c(N)n(Cc2ccccc2)c(=O)[nH]c1=O	-5	0.4	-2	-1	103	-2.8	15	-1	-1	-2
O=C(Cn1nc2ccccc2n1)N/N=C/c1ccc(F)cc1	0	-2.6	0	17	96	0.0	0	-2	-11	-2
Cc1ccc(Cl)cc1N1CCN(CC(=O)NC2CCCc3ccccc32)CC1 (centres undefined)	5	0.3	2	-10	102	7.6	-39	0	2	-6
CCN(CC(=O)NCc1cccs1)C(=O)/C=C/c1cccc(OC)c1OC	3	0.6	4	-5	125	-2.8	15	-4	-12	-5
COc1ccc(OC)c(NC(=O)c2cc3ccccc3cc2OC)c1	-5	-1.6	-3	-9	98	-1.2	5	3	-1	3
CCOCCCNC(=O)CCN1C(=O)c2ccccc2Sc2ncccc21	-11	0.3	-3	-1	98	-3.8	18	0	0	0
COC(=O)c1ccc2c(c1)C(C)(C)C(/C=C/c1ccc(OC)c(OC)c1OC)=[N+]2C	-1	1.4	4	6	123	4.0	-20	.	-5	-10
CCc1ccc(OC)c(-c2csc(N)n2)c1	6	-2.4	3	-4	113	-0.5	2	2	11	-8
CC1CCN(C(=O)CSc2ccc(-c3cccnc3)nn2)CC1	-2	-0.6	2	21	107	-3.6	19	3	0	0
COc1ccc2c(c1OC)C(=O)OC2Nc1nc(-c2ccc(-c3ccccc3)cc2)cs1 (centres undefined)	-11	-0.2	1	1	108	2.0	-11	19	3	-5
COc1ccc(-c2oc3ccccc3c2C(=O)OCc2ccccc2)cc1	0	1.4	-1	-4	109	-2.7	16	15	-5	-1
COc1ccc(/C=N/NC(=O)c2cc(C34CC5CC(CC(C5)C3)C4)[nH]n2)cc1OC	-4	0.5	1	8	99	-2.2	11	-2	-3	-1
Cn1c2ccccc2c2cnn(CC(=O)Nc3cccc(F)c3)c(=O)c21	1	34	-4	-13	89	-1.4	7	2	4	4
O=C(NCCCNCc1ccccc1)c1ccccn1	-2&2	0.4&0.4	-4&1	14&6	104&103	-1.6&-1.9	7&9	-2&-1	-1&-5	0&-4
COCCOC(=O)C1=C(C)NC(=O)NC1c1c(Cl)nc2ccccn2c1=O (centres undefined)	6	4.8	-5	32	87	-2.4	12	.	2	-4
COc1ccc(C(C)=O)cc1CSc1nnc(-c2ccc(Cl)cc2)n1-c1ccccc1	-7	-0.6	-2	13	.	0.7	-4	-4	-13	-10
Cn1c(NCc2c(O)ccc3ccccc23)nc2ccccc21	-4	-0.5	-5	7	.	4.9	-25	.	-4	6

More results follow.
structure	RTF Ca sens act	LANA DNA inh	V-ATPase pHluor	Arr AP2 block	Pemphigus Ab inh	MOR-DOR ag	MOR-DOR inv ag	Wnt act	RTF Ca sens inh	Keap1-Nrf2 PPI
Cc1ccc(S(=O)(=O)Nc2nc3ccccc3nc2NCC2CCCO2)c(C)c1 (centres undefined)	-3	0.5	2	15	100	-1.5	8	3	1	-1
COC(=O)C(C(=O)Nc1nc2ccccc2s1)C1CCCC1 (centres undefined)	-1	-2.0	4	15	91	1.2	-8	-1	7	-3
CC(=O)Nc1cccc(C(=O)N/N=C/c2ccccc2F)c1	1	-0.3	-2	32	83	-2.0	13	-7	-7	-1
COc1ccnc(N2CCN(c3ccc(Cl)cc3)CC2)c1C#N	1	1.6	-4	-2	100	1.9	-11	3	-6	-8
CCOC(=O)c1ccc(N(CC2CO2)S(=O)(=O)c2ccc(C)cc2)cc1 (centres undefined)	1	-0.6	1	2	90	0.3	-2	2	-4	1
NS(=O)(=O)c1cccc(NC(=O)COC(=O)CNC(=O)c2ccc(-c3ccccc3)cc2)c1	1	1.0	-2	-1	95	-1.8	7	2	1	-2
CC(=O)NC1C(=O)N(C)c2ccc(Br)cc21 (centres undefined)	-2	1.2	2	-6	102	-4.1	22	.	0	-6
O=C(Nc1cccnc1)c1ccc(C(=O)Nc2cccnc2)cc1	-4	0.6	0	16	127	2.6	-14	-1	-6	2
Cc1ccc(NC(=O)c2nc[nH]c2C(=O)N[C@@H](CCCCNC(=O)OC(C)(C)C)C(=O)OC(C)(C)C)cc1	-8	0.2	-1	2	106	1.6	-7	-5	-11	4
CCOC(=O)c1cn(-c2c(Cl)cccc2Cl)c2cc(Cl)c([N+](=O)[O-])cc2c1=O	0	-2.3	0	0	98	6.5	-45	1	-23	-4
COc1ccccc1C1C2=C(N=c3s/c(=C/c4cccc(OCC(=O)O)c4)c(=O)n31)c1ccccc1CC2 (centres undefined)	0	4.9	2	22	.	-1.5	8	0	-17	-4
FC(F)(F)c1nnc2ccc(NCc3ccccc3)nn12	1	0.6	-2	21	102	0.1	0	-1	-11	-5
